# ALOX12 inhib: inhibitors of human 12-lipoxygenase (ALOX12); P18054; purified 12-hLO, xylenol orange hydroperoxide absorbance; Potency, µM (titrated, usually from 57.1 µM), without a hit: at the highest dose activity change, negative = inhibition, most hits filed as inhibitors; 0.12% of 150,000 active; AID 1452; also: potency is read from the fitted curve at half-maximal effect; nearly all actives have a fitted effect of over 55% in size; many of its hits are not listed in these tables
#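 Xylenol orange chromogenic assay: hydroperoxide from 12hLO oxidises Fe(II), giving red-shifted Fe(III)-XO absorbance. Conditions: 150 nM enzyme, 40 uM arachidonic acid, 25 mM Hepes pH 7.0, 0.01% Triton X-100, 30 min, room temperature.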
# ALOX15B inhib: 15-hLO-2 (ALOX15B) enzyme inhibition. O15296. purified 15hLO-2, xylenol orange hydroperoxide absorbance. Potency, µM (titrated, usually from 57.1 µM), for the others: at the top dose activity change, negative = inhibition, usual class: inhibitors. 0.56% of 110,000 active. AID 881; also: potency is read from the fitted curve at half-maximal effect; nearly all actives have a fitted effect of over 60% in size; many of its hits are not listed in these tables
# Target sequence (O15296 whole entry, looked up): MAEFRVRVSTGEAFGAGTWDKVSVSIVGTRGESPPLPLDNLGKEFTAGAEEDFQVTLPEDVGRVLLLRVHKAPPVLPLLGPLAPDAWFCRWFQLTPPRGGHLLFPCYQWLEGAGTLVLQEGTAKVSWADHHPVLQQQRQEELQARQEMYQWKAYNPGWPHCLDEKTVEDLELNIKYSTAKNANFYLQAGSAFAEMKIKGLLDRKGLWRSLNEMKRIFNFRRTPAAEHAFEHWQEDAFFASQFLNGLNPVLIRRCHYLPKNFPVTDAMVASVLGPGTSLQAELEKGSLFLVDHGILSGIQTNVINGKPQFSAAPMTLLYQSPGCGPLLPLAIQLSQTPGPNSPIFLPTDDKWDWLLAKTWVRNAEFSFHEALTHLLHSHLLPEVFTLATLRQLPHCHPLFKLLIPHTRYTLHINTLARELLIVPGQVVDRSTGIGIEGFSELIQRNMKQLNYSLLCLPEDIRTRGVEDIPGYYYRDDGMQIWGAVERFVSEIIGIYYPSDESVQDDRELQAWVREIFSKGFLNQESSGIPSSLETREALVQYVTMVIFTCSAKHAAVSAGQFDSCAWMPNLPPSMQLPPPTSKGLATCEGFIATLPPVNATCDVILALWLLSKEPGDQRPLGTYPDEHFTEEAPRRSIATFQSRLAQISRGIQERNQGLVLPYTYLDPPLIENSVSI
#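 Read-out: hydroperoxide product oxidises ferrous iron, measured as xylenol orange complex via the 573-to-405 nm absorbance ratio after 30 min. Reaction: 50 nM enzyme, 15 min compound preincubation, 45 uM arachidonic acid, 90 min RT, Hepes pH 7.5 with Triton X-100.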
# PNC inhibitor: blocks assembly of the perinucleolar compartment. PC3M PTB-GFP, PNC prevalence imaging, 16 h; hits give low values. 3.1% of 140,000 active. activity change (PNC), negative = inhibition, % at 10 µM;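 active = readout at or below -70, meaning at least 70% loss of cells showing the perinucleolar compartment, a nuclear body marking cancer cells; inconclusive = readout between -30 and a set limit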;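 also: plate controls were DMSO wells for no effect and camptothecin positive control wells for full effect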
#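 Read-out is percentage of cells bearing a perinucleolar compartment, from automated 20x imaging of fixed, Hoechst-stained PC3M PTB-GFP cells. Cells were seeded 4 h, then exposed 16 h to compound (23 nl of library stock) in duplicate plates.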
# IMPase cell inh: IMPase inhibition in cells. 120,000 tested, under 10 active. CHO-M1 cells, IP1 accumulation, HTRF TR-FRET ratio. inhibition (IP1 accumulation), % at 46.1 µM. P97697; active = well fitted curve in the direction sought with a large enough effect in the signal ratio, not every such curve was filed as active; inconclusive = small, poorly fitted or top-dose-only effect, or a change in a side signal; inactive = no such curve, though single readings can be large or run the other way; the % refers to the signal ratio;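 also: cells stimulated with carbachol in lithium chloride buffer; plate controls were DMSO basal wells for no effect and reference inhibitor wells for full effect; higher means more IMPase inhibition seen as more IP1 and lower FRET ratio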
# Target sequence (P97697 whole entry, looked up): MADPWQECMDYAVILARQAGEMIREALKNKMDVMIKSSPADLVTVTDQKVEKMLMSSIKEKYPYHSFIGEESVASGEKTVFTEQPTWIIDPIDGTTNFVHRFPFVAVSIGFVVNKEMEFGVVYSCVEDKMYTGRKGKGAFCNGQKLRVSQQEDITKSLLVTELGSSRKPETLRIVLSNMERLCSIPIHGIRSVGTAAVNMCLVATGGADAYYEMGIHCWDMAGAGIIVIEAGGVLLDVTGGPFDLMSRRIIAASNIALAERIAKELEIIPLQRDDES
#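 Measured: the HTRF emission ratio (665/620 nm) plus the 620 nm donor channel, each fitted to the Hill equation to give AC50. Cells were CHO-M1 given compounds up to 46 uM and a 30 min carbachol stimulation at 37C.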
# Starred values were filed as active, the others as inactive; ? = inconclusive; · = not tested or not shown; [ ] = dose if it differs, or a comment. Unless noted, calls follow the shape of the dose curve; as a rule, active = well fitted curve in the direction sought with a large enough effect; inconclusive = small, poorly fitted or top-dose-only effect, or another doubt; inactive = no such curve, though single readings can be large; an effect the other way counts as inactive or inconclusive. Unless noted, % is scaled to controls: 0 for no effect and ±100 for the full control effect. These rows are one share of the data, so the mix of outcomes need not match the whole.
SMILES,ALOX12 inhib,ALOX15B inhib,PNC inhibitor,IMPase cell inh
COc1ccc(C(=O)Nc2ccc(NC(=O)c3cccs3)cc2)cc1Cl,0%,·,?,-6
Cc1nn(C(=O)c2ccc3c(c2)OCO3)c(N)c1-c1ccccc1,-14%,-3%,-6,10
CC(=O)NCCN=Cc1sc2ccccc2c1O,-4%,-18%,54,10
CN1CCN(CCC(=O)Nc2ccc(OCc3ccccc3)cc2)CC1,10%,20%,9,2
CC(=O)c1ccccc1OC(=O)c1ccco1,3%,-1%,?,0
Cc1ccc2nc(-c3ccc(SCC(=O)Nc4ccc5c(c4)OCCO5)nc3)[nH]c2c1,0%,·,15,·
CC(=O)c1c(C)[nH]c(C(=O)CSc2nnc3ccccn23)c1C,0%,·,-26,·
CC(C)C(=O)Nc1cccc(C(=O)Nc2ccccc2C(=O)O)c1,2%,-6%,0,-1
CCOC(=O)c1sc2nc3n(c(=O)c2c1C)CCCCC3,-8%,-2%,51,-4
Cc1ccc(NC(=S)N2CCOCC2)cc1,-1%,·,?,·
CCn1c2ccccc2c2nnc(NCCCO)nc21,-3%[11.4 µM],-8%[11.4 µM],·,·
CCCCn1nc2cc(C(=O)N(CC)c3ccc(OC)cc3)ccc2c1OCC,6%,-15%[11.4 µM],42,-5[1.84 µM]
CCOC(=O)c1c(NC(=O)COC)sc(C(C)=O)c1C,0%,2%,-6,-12
Brc1ccc(-c2nnc(-c3ccc4c(c3)OCO4)o2)o1,-7%,-9%,?,-6
O=C1c2ccccc2C(Nc2cccc(C(F)(F)F)c2)N1Cc1ccco1 (stereo unspecified),-10%,-7%,-28,3
CCN(CC)c1nc(C#N)nc(N(CC)CC)n1,0%,1%,19,-2
O=C1CCCc2c1cc(C(=O)Nc1ccc(Cl)cn1)c(=O)n2-c1ccccc1,-10%,10%,12,-7
c1ccc(-c2nnc(N3CCOCC3)nc2-c2ccccc2)cc1,-9%,-4%,36,11
OCc1cc(CO)c(O)c(CCc2ccccc2)n1,-4%,9%,-10,-3
CCCCn1c(=O)[nH]c2nc3cc(N)ccc3nc2c1=O,2%,·,-27,-10
COCCn1c(C)cc(C(=O)COC(=O)CCN2C(=O)c3ccccc3C2=O)c1C,-8%,1%,?,7
Cc1cccc(-n2cnc(C(=O)N/N=C/c3ccccc3)c2)n1,7%,8%,56,1
O=C(COc1ccc(Cl)cc1Cl)N(c1ccccn1)C1CCCCC1,-6%,·,-29,·
CCC(Sc1ncnc2c1nnn2-c1ccc(F)cc1)C(=O)OC (stereo unspecified),-3%,8%,2,-5
Cc1cc(OC(C)C)c2c(-c3ccccc3)cc(=O)oc2c1,1%,-5%,0,2
COc1ccc(NS(=O)(=O)c2cccc(NC(=O)CCS(=O)(=O)c3ccccc3)c2)cc1,-1%,·,?,·
COc1ccc(/C=N/NC(=O)c2[nH]nc3c2CCc2ccccc2-3)cc1OC,0%,·,-21,5
Cc1cc(C)n(C(=O)c2ccc(S(=O)(=O)NCC3CCCO3)cc2)n1 (stereo unspecified),9%,-1%,?,1
COc1ccc(C(=O)CC(Nc2ccc([N+](=O)[O-])cc2)c2ccc(OC)cc2)cc1 (stereo unspecified),-4%,-6%,19,-9
O=C(CCCOc1ccc(Cl)cc1Cl)NN1CCOCC1,-2%,·,-22,·
O=C(OCn1ncc(Br)c(Br)c1=O)c1ccc(F)cc1,2%,2%,-10,?
Cc1ccc(-c2nc3sc4c(N)ncnc4c3c3c2CCCC3)cc1,-4%,3%,13,7
Cc1ccc(S(=O)(=O)NNC(=O)c2cc3cc4ccccc4nc3s2)cc1,-27%,-16%,15,-8
COc1ccccc1C(c1nnnn1CS(=O)(=O)c1ccc(C)cc1)N1CCSCC1 (stereo unspecified),-7%,8%,21,3
COc1ccc(S(=O)(=O)Cc2ccc(C(=O)N3CCN(C(=O)c4ccco4)CC3)o2)cc1,-6%,-3%,15,5
c1ccc2c(c1)CC(N1CCCCC1)c1ccccc1N2 (stereo unspecified),-6%,-5%,26,7
O=C(Cn1ncc2c3ccccc3n(Cc3ccccc3)c2c1=O)N1CCN(c2ncccn2)CC1,5%,12%,0,?
CC(C)Cc1nc(N2CCN(C(=O)C(C)C)CC2)c(C#N)c2c1CCC2,-2%,-2%,?,5
COc1cccc(NC(=O)C(Sc2nc3ccccc3c(=O)n2CC(C)C)c2ccccc2)c1 (stereo unspecified),4%,·,19,-5
Cc1noc(C)c1COc1ccc(C(=O)OCC(=O)N2c3ccccc3NC(=O)C2(C)C)cc1,-4%,-10%,37,6
O=S(=O)(c1ccc(NC2CCCc3ccccc32)nc1)N1CCOCC1 (stereo unspecified),-3%,9%,-7,6
COc1cccc(CNC(=O)C2CCN(S(=O)(=O)c3ccc4c(c3)CCC(=O)N4)CC2)c1,5%,-2%,-30,0
COc1ccc(N(C(=O)/C=C/C(=O)Nc2cc(C)on2)C(C(=O)NC2CCCC2)c2ccccc2C)cc1 (stereo unspecified),-3%,·,?,·
CCOC(=O)C1=NN(c2cccc(Cl)c2)C2=NC(C)=C(C(=O)OC)C(c3cccs3)N12 (stereo unspecified),2%,·,4,1
O=C(CSc1nc2c(sc3ccccc32)c(=O)n1Cc1ccccc1)NCC1CCCO1 (stereo unspecified),3%,-4%,28,-14
CCOC(=O)c1c(-c2cccs2)csc1NC(=O)C(C)(C)C,3%,0%,22,1
C=C1C2(C(=O)Nc3ccc(SC(F)F)cc3)CCC(C2)C1(C)C (stereo unspecified),1%,·,?,-2
CCc1ccc(NC(=O)C(C)Nc2ccc(S(=O)(=O)NC(C)=O)cc2)cc1 (stereo unspecified),10%,-3%,0,7
O=S(=O)(Nc1ccccc1)c1ccc(F)cc1,0%,-4%,31,-2
CCC(C)c1ccc(OCCn2cc(/C=N/NC(=O)CSc3nnc(C)s3)c3ccccc32)cc1 (stereo unspecified),-18%,-7%,25,-5

# (continued)
SMILES,ALOX12 inhib,ALOX15B inhib,PNC inhibitor,IMPase cell inh
CCOC(=O)c1c(N)c(C#N)cn1-c1ccccc1,-5%,-3%,31,0
Cc1nc2ccccc2c2oc(C(=O)NCCN3CCCCC3C)cc12 (stereo unspecified),12%,·,10,21
Cc1nc2ncnn2c(Nc2ccc3c(c2)OCO3)c1Cc1ccccc1,-3%,-5%,-3,7
COC(=O)c1cccc(Nc2ncnc3ccc(C)cc23)c1,3%,4%,33,1
CCSc1nnc(NC(=O)CSc2nnc(CNC(=O)c3ccc(OC)c(OC)c3)o2)s1,-5%,·,-10,·
CC(C)(C)n1nnnc1C(c1ccc(C(F)(F)F)cc1)N(Cc1ccc(F)cc1)Cc1ccco1 (stereo unspecified),-1%,·,-119*,8
COc1ccc(Br)cc1/C=C/C(=O)Nc1c(C)cccc1C,-6%,-6%,-3,12
Cc1ccc(S(=O)(=O)c2cc3c(=O)n4cc(C)ccc4nc3n(CC3CCCO3)c2=N)cc1 (stereo unspecified),-2%,-9%,7,-8
CCOc1cc2[nH]c(=S)n(CCCN3CCCC3=O)c(=O)c2cc1OCC,-2%,4%,63,11
COC(=O)CC1SC(=O)NC1=Nc1cccc(C)c1 (stereo unspecified),1%,-5%,1,-11
CC12CCC(c3c(C(=O)O)nn(-c4ccc(F)cc4)c31)C2(C)C (stereo unspecified),0%,-14%,-29,4
Cc1nc2nc(COc3ccccc3)[nH]n2c(=O)c1Cc1ccccc1,-6%,-10%,?,11
CCOC(=O)C(CC)/C(C)=N\NC(=O)c1ccccc1O (stereo unspecified),-2%,·,26,-9
O=C(O)COc1c(Cl)cc(Cl)c2cccnc12,10%[11.4 µM],-2%[11.4 µM],·,·
COc1ccccc1N1CCN(C(=O)Cn2nnc(-c3cccs3)n2)CC1,-5%,-1%,-11,-9
CC1=NN(C(=O)Cn2nc([N+](=O)[O-])cc2C)C(O)(C(F)(F)F)C1 (stereo unspecified),1%,·,15,·
Cc1cc(C)n(-c2nc3ccccc3c(=O)n2OCC(=O)Nc2c(C)cccc2C)n1,-3%,-3%,-3,7
COc1ccc(C(=O)Nc2cccc(N(C)S(C)(=O)=O)c2)cc1OC,-5%,-1%,-14,13
Cn1c(SCC(=O)N2CCOCC2)nc2cccnc21,-9%,-6%,-25,7
CCOC(=O)Cc1nnc(Nc2cccc(O)c2)c2ccccc12,4%,1%,25,0
CCOC(=O)N1CCN(C(=O)CS(=O)(=O)c2cn(Cc3ccc(Cl)cc3)c3ccccc23)CC1,-5%,-2%,?,3
CN(C1CCCCC1)S(=O)(=O)c1ccc(S(=O)(=O)N2CCN(C(=O)c3ccccc3F)CC2)cc1,-4%,5%,?,-2
CCCC(c1nnnn1CCc1ccccc1)N1CCC(C(N)=O)CC1 (stereo unspecified),1%,·,134,4
O=C(COC(=O)c1cn(-c2ccccc2)nc1-c1ccc(F)cc1)Nc1ncc(Cl)cc1Cl,-5%,·,14,?
COc1ccc(OCc2nnc(SCC(N)=O)n2N)cc1,-3%,0%,?,-8
Nc1ccc(-c2cnc(-c3ccc(N)cc3)nc2)cc1,-5%,-1%,-123*,-5
COC(=O)CN1C(=O)CC(C)(C)Sc2ccccc21,1%,·,36,·
Cc1ccc2c(c1)C(c1ccc(F)cc1)N(C(=O)c1cc3ccccc3oc1=O)CC(=O)N2 (stereo unspecified),-5%,·,-89*,·
Cc1nc2oc3c(NCc4ccccc4)ncnc3c2c2c1COC(C)(C)C2,4%,7%,-24,7
Cc1ccc2ncnc(NCCC(=O)O)c2c1,3%,·,2,2
COC(=O)c1cc2c(ccn2-c2ccc(F)cc2)n1Cc1ccc(OC)cc1,-23%,·,?,·
Cc1ccccc1N1C(=O)c2cc(S(N)(=O)=O)c(Cl)cc2N[C@H]1C,-1%[25.6 µM],13%[25.6 µM],·,-4[20.6 µM]
C/C(=C\C(=O)OCC(=O)NCc1ccccc1)C(=O)OCC(=O)NCc1ccccc1,-2%,·,-9,·
Cc1ccc(-c2nc(NC(=O)CSc3nnnn3-c3ccccc3)ns2)cc1,-9%,-13%,?,?
COc1cc(NC(=S)N2CCN(c3ccccn3)CC2)c(OC)cc1Cl,-1%,·,5,·
O=C(CSC(=S)N1CCN(c2ccccc2)CC1)Nc1nc(-c2ccccc2)c(-c2ccccc2)o1,-2%,·,16,·
COc1cc(C(=O)NC(=S)Nc2ccc3oc(=O)ccc3c2)cc(OC)c1OC,-1%,-10%,-3,1
CN(C(=S)Oc1ccc(C(=O)Nc2ccccc2)cc1)c1ccccc1,-1%,·,-2,·
CC(NC(=O)COC(=O)CCc1ccc(S(=O)(=O)N2CCOCC2)cc1)C1CC2CCC1C2 (stereo unspecified),-1%,·,-14,·
Cc1ccnc(NC(=O)C2CCCN(S(=O)(=O)c3cnc[nH]3)C2)c1 (stereo unspecified),1%,·,-29,1

# Compounds shown so far that contain an NH in an aromatic ring (seven):
SMILES,ALOX12 inhib,ALOX15B inhib,PNC inhibitor,IMPase cell inh
Cc1ccc2nc(-c3ccc(SCC(=O)Nc4ccc5c(c4)OCCO5)nc3)[nH]c2c1,0%,·,15,·
CC(=O)c1c(C)[nH]c(C(=O)CSc2nnc3ccccn23)c1C,0%,·,-26,·
CCCCn1c(=O)[nH]c2nc3cc(N)ccc3nc2c1=O,2%,·,-27,-10
COc1ccc(/C=N/NC(=O)c2[nH]nc3c2CCc2ccccc2-3)cc1OC,0%,·,-21,5
CCOc1cc2[nH]c(=S)n(CCCN3CCCC3=O)c(=O)c2cc1OCC,-2%,4%,63,11
Cc1nc2nc(COc3ccccc3)[nH]n2c(=O)c1Cc1ccccc1,-6%,-10%,?,11
Cc1ccnc(NC(=O)C2CCCN(S(=O)(=O)c3cnc[nH]3)C2)c1 (stereo unspecified),1%,·,-29,1
